Bioassay records as filed in PubChem.
Jurkat NFkB inh = lowers PMA/ionomycin-induced NF-kB signal in Jurkat cells; 330,000 tested, 0.53% active; PMA/ionomycin-induced NF-kB luciferase reporter, luminescence; AID 435003; inhibition, % at 4 µM
Gli-Sufu antag = blocks Gli-Sufu signaling in a luciferase reporter; Sufu-KO-LIGHT fibroblasts, Gli luciferase reporter luminescence; inhibition, % at 5 µM; 340,000 tested, 0.74% active; AID 588413;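 active means inhibition above about 55%, limit read from the data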;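 further: 0% = DMSO-treated cells and 100% = wells with medium but no cells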
697 NFkB inh = inhibitors of the PMA/ionomycin-induced NF-kB reporter in 697 B cells; AID 435022; 330,000 tested, 0.33% active; inhibition, % at 4 µM; 697 B-cell NF-kB luciferase reporter, 16 h; in the data active means inhibition above about 35%
Apaf-1 inh = inhibitors of human Apaf-1 apoptosome; 330,000 tested, 0.71% active; O14727; reconstituted apoptosome caspase-3 activity, DEVD-Rh110 fluorescence; AID 489030; inhibition, % at 20 µM; active means inhibition of at least 40% at 20 µM;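 further: plate controls were DMSO wells for no effect and DEVD-CHO caspase inhibitor wells for full effect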
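System – cell-free apoptosome with Apaf-1, procaspase-3 and caspase-9 · Buffer or medium – pH 7.5 Hepes buffer with CHAPS, BSA, DTT · Also added – cytochrome c with DEVD-Rh110 · Times – 30 min compound preincubation, 50 min activation, room temperature · Technique – Rh110 fluorescence intensity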
CCR6 antagonist = blocks CCL20-driven beta-arrestin recruitment at human CCR6; AID 493098; 340,000 tested, 0.49% active; CHO-K1 CCR6 PathHunter beta-arrestin, luminescence, CCL20-stimulated; P51684; inhibition, % at 20 µM;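 active means compounds whose inhibition of the agonist-driven luminescence signal at 20 µM reaches about 50%, limit read from the data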;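 further: cells stimulated with CCL20 at 14 nM final; plate controls were DMSO with CCL20 for no effect and DMSO without agonist for full effect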
Target sequence (P51684 whole entry, looked up): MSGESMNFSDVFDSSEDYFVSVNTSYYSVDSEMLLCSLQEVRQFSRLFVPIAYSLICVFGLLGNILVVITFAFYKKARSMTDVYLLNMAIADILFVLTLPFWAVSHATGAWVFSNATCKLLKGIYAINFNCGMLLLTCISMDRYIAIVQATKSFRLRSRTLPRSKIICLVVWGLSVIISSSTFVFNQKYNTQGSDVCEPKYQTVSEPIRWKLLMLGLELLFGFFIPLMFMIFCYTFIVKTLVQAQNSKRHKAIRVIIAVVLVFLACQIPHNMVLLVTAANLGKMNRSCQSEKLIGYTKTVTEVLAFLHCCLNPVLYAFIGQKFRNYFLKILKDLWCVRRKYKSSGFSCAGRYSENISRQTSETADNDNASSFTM
SENP8 block = inhibitors of human SENP8 protease | Q96LD8 | purified SENP8, Z-RLRGG-aminoluciferin cleavage, luminescence | inhibition, % at 10 µM | 330,000 tested, 1.2% active | AID 2540
UBC13 inh = human UBC13 polyubiquitination inhibition. P61088. UBC13 polyubiquitin chain formation, TR-FRET. inhibition, % at 20 µM. 330,000 tested, 0.47% active. AID 485273; in the data active means inhibition above about 45%, passing the limit was not always enough
Target sequence (P61088 whole entry, looked up): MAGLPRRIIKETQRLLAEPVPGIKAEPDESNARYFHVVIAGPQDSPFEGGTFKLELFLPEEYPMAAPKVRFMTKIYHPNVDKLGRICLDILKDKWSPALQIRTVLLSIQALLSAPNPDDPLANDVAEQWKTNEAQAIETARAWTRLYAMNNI
EBI2 block = blocks human EBI2 receptor beta-arrestin signaling; P32249; EBI2 beta-arrestin recruitment, luminescence, 7a,25-OHC stimulated; inhibition, % at 5 µM; 360,000 tested, 0.81% active; in the data active means inhibition above about 38%;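 further: enzyme fragment complementation signal reports receptor beta-arrestin coupling in cells; 0% = agonist plus DMSO wells and 100% = wells without agonist; some results beyond the cut were filed as inactive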
Target sequence (P32249 whole entry, looked up, the tested form may be a part): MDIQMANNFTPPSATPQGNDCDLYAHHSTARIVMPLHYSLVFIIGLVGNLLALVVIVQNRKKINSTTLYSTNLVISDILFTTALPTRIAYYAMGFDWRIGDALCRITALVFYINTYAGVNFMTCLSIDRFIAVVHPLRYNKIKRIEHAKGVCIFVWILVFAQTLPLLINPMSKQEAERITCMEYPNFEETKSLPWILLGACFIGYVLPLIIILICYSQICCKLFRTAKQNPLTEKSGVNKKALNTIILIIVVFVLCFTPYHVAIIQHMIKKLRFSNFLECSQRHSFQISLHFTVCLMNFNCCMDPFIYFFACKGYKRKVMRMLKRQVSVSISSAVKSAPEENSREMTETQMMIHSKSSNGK
* = called active by the depositor. Unless noted, no stated cut-off is given here; in the data, active means inhibition above about 50%; inactive means the rest. The list is partial (hit frequency here may not be typical).

O=C(CN1CCOc2ccccc21)N1CCCC1 was read as Jurkat NFkB inh -1, Gli-Sufu antag 15, 697 NFkB inh 13, Apaf-1 inh -3, CCR6 antagonist -7, SENP8 block -8, UBC13 inh 4 and EBI2 block -7.
`CCC(=O)N1CCN(c2ccc(NC(=O)COc3ccccc3Cl)cc2)CC1` gave Jurkat NFkB inh 13, Gli-Sufu antag 6, 697 NFkB inh 11, Apaf-1 inh 9, CCR6 antagonist 8, SENP8 block -3, UBC13 inh -2 and EBI2 block 5.
Nc1ccc(Cc2nc3c(ccc4ccccc43)[nH]2)cc1 was read as Jurkat NFkB inh -47, Gli-Sufu antag -33, 697 NFkB inh -53, Apaf-1 inh -23, CCR6 antagonist -5, SENP8 block -6, UBC13 inh -1 and EBI2 block 0.
For COc1ccc(N2CCN(C(=O)C(=O)c3c(C)n(C)c4ccccc34)CC2)cc1 the results were Jurkat NFkB inh 0, Gli-Sufu antag -4, 697 NFkB inh -13, Apaf-1 inh 12, CCR6 antagonist 7, SENP8 block -8, UBC13 inh -4 and EBI2 block -2.
Screening Cc1nc2ccccn2c1C(=O)/C=C/c1cccc([N+](=O)[O-])c1 returned Jurkat NFkB inh 51*, Gli-Sufu antag -5, 697 NFkB inh 40*, Apaf-1 inh 5, CCR6 antagonist 7, SENP8 block -3, UBC13 inh 3 and EBI2 block 42*.
COc1ccc(NC(=O)N(CCc2ccccc2)Cc2cc3c(C)cc(C)cc3[nH]c2=O)cc1 was read as Jurkat NFkB inh -3, Gli-Sufu antag 17, 697 NFkB inh -8, Apaf-1 inh 27, CCR6 antagonist 14, SENP8 block -13, UBC13 inh -11 and EBI2 block 22.
`CCn1cc([N+](=O)[O-])c(C(=O)Nc2cc(C)on2)n1` gave Jurkat NFkB inh 12, Gli-Sufu antag -5, 697 NFkB inh 20, Apaf-1 inh -6, CCR6 antagonist -4, SENP8 block -6, UBC13 inh 2 and EBI2 block 2.
`COc1ccc(NC(=O)c2cc(S(=O)(=O)N3CCCCC3)ccc2OC)cc1` gave Jurkat NFkB inh -16, Gli-Sufu antag 6, 697 NFkB inh 3, Apaf-1 inh 4, CCR6 antagonist 15, SENP8 block -7, UBC13 inh -9 and EBI2 block 3.
For COc1cccc(OC)c1C(=O)Nc1sc2c(c1C(N)=O)CCCC2 the results were Jurkat NFkB inh -4, Gli-Sufu antag 1, 697 NFkB inh 7, Apaf-1 inh -6, CCR6 antagonist 11, SENP8 block 7, UBC13 inh -3 and EBI2 block 6.
For CC(C)[C@H](NC(=O)C1(c2ccccc2)CCN(C(=O)OC(C)(C)C)CC1)C(=O)O the results were Jurkat NFkB inh -9, Gli-Sufu antag 27, 697 NFkB inh 14, Apaf-1 inh 0, CCR6 antagonist 17, SENP8 block 4, UBC13 inh -2 and EBI2 block -29.
Cc1ccc(C(C(=O)NC2CCCC2)N(Cc2cccnc2)C(=O)c2snc(C(N)=O)c2N)o1 (centres undefined) was read as Jurkat NFkB inh -4, Gli-Sufu antag -13, 697 NFkB inh 11, Apaf-1 inh -1, CCR6 antagonist -13, SENP8 block -5, UBC13 inh 42 and EBI2 block 1.
O=C(CCCNC(=O)c1ccc(Cl)cc1)Nc1cccc(S(=O)(=O)N2CCCCC2)c1 was read as Jurkat NFkB inh 15, Gli-Sufu antag -3, 697 NFkB inh 15, Apaf-1 inh 1, CCR6 antagonist 16, SENP8 block 6, UBC13 inh 10 and EBI2 block 0.
COc1ccc(N=C2SC(CC(=O)Nc3ccc(F)cc3)C(=O)N2Cc2ccco2)cc1 (centres undefined) was read as Jurkat NFkB inh -7, Gli-Sufu antag 10, 697 NFkB inh 24, Apaf-1 inh 14, CCR6 antagonist 13, SENP8 block 1, UBC13 inh 8 and EBI2 block 6.
For CCOC(=O)N1CCc2c(sc(N)c2C#N)C1 the results were Jurkat NFkB inh -17, Gli-Sufu antag -14, 697 NFkB inh 6, Apaf-1 inh 5, CCR6 antagonist -12, SENP8 block -8 and UBC13 inh -11.
`COC(=O)CCC(=O)Nc1cccc(C(=O)Nc2cccc(Cl)c2)c1` gave Jurkat NFkB inh -11, Gli-Sufu antag -2, 697 NFkB inh -8, Apaf-1 inh 8, CCR6 antagonist -3, SENP8 block -11, UBC13 inh -4 and EBI2 block -3.
Screening O=C(NNC1=C(C(=O)C(F)(F)F)CCC1)c1ccc(Cl)cc1 returned Jurkat NFkB inh 11, Gli-Sufu antag -27, 697 NFkB inh -21, Apaf-1 inh 1, CCR6 antagonist 15, SENP8 block 8, UBC13 inh -15 and EBI2 block 12.
`O=C1c2cccc3c(N4CCCCC4)ccc(c23)C(=O)N1c1cccc(O)c1` gave Jurkat NFkB inh -21, Gli-Sufu antag -25, 697 NFkB inh -70, Apaf-1 inh 19, CCR6 antagonist 23, SENP8 block -11, UBC13 inh -66 and EBI2 block 17.
CC(=O)OCCCN1c2ccccc2Nc2nnc(-c3ccccc3)cc21 was read as Jurkat NFkB inh -111, Gli-Sufu antag -74, 697 NFkB inh -98, Apaf-1 inh 7, CCR6 antagonist 14, SENP8 block 7, UBC13 inh 5 and EBI2 block 18.
Screening O=C(CN1CCCC1)NCC12CC3CC(CC(C3)C1)C2 returned Jurkat NFkB inh -2, Gli-Sufu antag -5, 697 NFkB inh -4, Apaf-1 inh -19, CCR6 antagonist 0, SENP8 block 2, UBC13 inh -3 and EBI2 block -1.
CCCCC1(C)Nc2ccccc2-c2nc3ccccc3n21 (centres undefined) was read as Jurkat NFkB inh -32, Gli-Sufu antag -32, 697 NFkB inh -45, Apaf-1 inh -3, CCR6 antagonist -9, SENP8 block -11, UBC13 inh 13 and EBI2 block 5.
Screening CCC(C)(C)n1nnnc1C(C(C)C)N1CCC(C(N)=O)CC1 (centres undefined) returned Jurkat NFkB inh -12, Gli-Sufu antag -1, 697 NFkB inh -12, Apaf-1 inh -6, CCR6 antagonist 10, SENP8 block 2, UBC13 inh -3 and EBI2 block 0.
For Cc1cccc(NC(=S)NCc2ccncc2)c1C the results were Jurkat NFkB inh 7, Gli-Sufu antag 2, 697 NFkB inh -13, Apaf-1 inh -15, CCR6 antagonist 12, SENP8 block 3, UBC13 inh 3 and EBI2 block -14.
For Cc1ccc(-n2c(=O)c3sccc3n(Cc3cc(=O)n4cc(Cl)ccc4n3)c2=O)cc1F the results were Jurkat NFkB inh 7, Gli-Sufu antag 4, 697 NFkB inh 0, Apaf-1 inh 3, CCR6 antagonist 2, SENP8 block 3, UBC13 inh 7 and EBI2 block -4.
`CCOc1ccc(C(=O)Nc2ccccc2C(=O)O)cc1` gave Jurkat NFkB inh -13, Gli-Sufu antag -87, 697 NFkB inh -105, Apaf-1 inh 4, CCR6 antagonist 8, SENP8 block 31, UBC13 inh -5 and EBI2 block -2.
For CC[C@@]1(C(=O)OC)N[C@H](CN(C)C(=O)c2ccccc2)[C@@H]2C(=O)N(Cc3ccccc3)C(=O)[C@@H]21 the results were Jurkat NFkB inh -1, Gli-Sufu antag 3, 697 NFkB inh 12, Apaf-1 inh -3, CCR6 antagonist -2, SENP8 block 7, UBC13 inh 0 and EBI2 block -1.
For CCOC(=O)N1CCN(C2CCCN(C(=O)c3cccc(N(C)C)c3)C2)CC1 (centres undefined) the results were Jurkat NFkB inh 4, Gli-Sufu antag -17, 697 NFkB inh -8, Apaf-1 inh 0, CCR6 antagonist 5, SENP8 block 3, UBC13 inh 2 and EBI2 block -22.
Screening COc1cccc(OC)c1CC1SC(=O)NC1=O (centres undefined) returned Jurkat NFkB inh -7, Gli-Sufu antag 15, 697 NFkB inh -5, Apaf-1 inh 2, CCR6 antagonist 5, SENP8 block -5, UBC13 inh -5 and EBI2 block -4.
COc1cc(CC(=O)N(C)CC(=O)Nc2cc(C)ccc2C)cc(OC)c1OC was read as Jurkat NFkB inh -5, Gli-Sufu antag 11, 697 NFkB inh 7, Apaf-1 inh 0, CCR6 antagonist -6, SENP8 block -1, UBC13 inh -1 and EBI2 block 8.
`C=CCN(CC=C)CCOc1ccc(C)cc1[N+](=O)[O-]` gave Jurkat NFkB inh -23, Gli-Sufu antag -2, 697 NFkB inh -32, Apaf-1 inh -10, CCR6 antagonist 6, SENP8 block -15, UBC13 inh -4 and EBI2 block 5.
For CN(C)C(=O)NC(NC(=S)Nc1ccccc1)C(Cl)(Cl)Cl (centres undefined) the results were Jurkat NFkB inh 7, Gli-Sufu antag -9, 697 NFkB inh 1, Apaf-1 inh -15, CCR6 antagonist 16, SENP8 block 0, UBC13 inh 4 and EBI2 block -12.
Screening C=CCn1c(SCC(=O)NC(=O)Cc2ccccc2)nnc1-c1ccccc1F returned Jurkat NFkB inh 12, Gli-Sufu antag -9, 697 NFkB inh -5, Apaf-1 inh -4, CCR6 antagonist 16, SENP8 block 4, UBC13 inh 9 and EBI2 block -6.
For COc1cc(C2/C(=C(\O)c3ccc4c(c3)CC(C)O4)C(=O)C(=O)N2CCCn2ccnc2)ccc1O (centres undefined) the results were Jurkat NFkB inh -2, Gli-Sufu antag -5, 697 NFkB inh -28, Apaf-1 inh 24, CCR6 antagonist 0, SENP8 block -4, UBC13 inh -11 and EBI2 block 2.
`Cc1cccc(NC(=O)C2(c3ccccc3)CCOCC2)c1` gave Jurkat NFkB inh -2, Gli-Sufu antag -2, 697 NFkB inh -5, Apaf-1 inh 6, CCR6 antagonist 14, SENP8 block -9, UBC13 inh -4 and EBI2 block 1.
For Cn1nc(CC(=O)NCCN2C(=O)CSC2=O)c2ccccc2c1=O the results were Jurkat NFkB inh 6, Gli-Sufu antag -41, 697 NFkB inh -4, Apaf-1 inh 8, CCR6 antagonist 2, SENP8 block -1, UBC13 inh -2 and EBI2 block -15.
`Cn1cc(Cl)c(C(=O)N/N=C/c2ccc(OS(=O)(=O)c3ccccc3)cc2)n1` gave Jurkat NFkB inh -14, Gli-Sufu antag 0, 697 NFkB inh 2, Apaf-1 inh -1, CCR6 antagonist 2, SENP8 block -4, UBC13 inh 3 and EBI2 block 10.
For COc1cc2c(cc1OC)CN(S(=O)(=O)c1ccc3c(c1)OCCO3)CC2 the results were Jurkat NFkB inh 1, Gli-Sufu antag 4, 697 NFkB inh 17, Apaf-1 inh 2, CCR6 antagonist 11, SENP8 block -7, UBC13 inh -4 and EBI2 block -1.
For COc1ccc(NC(=O)Nc2cccc3c2O[C@H](CN(C)S(=O)(=O)c2ccccc2)[C@@H](C)CN([C@H](C)CO)C3=O)cc1 the results were Jurkat NFkB inh -6, Gli-Sufu antag 26, 697 NFkB inh -5, Apaf-1 inh 16, CCR6 antagonist 0, SENP8 block -8, UBC13 inh -5 and EBI2 block 5.
CC1(C)CC(=O)/C(=C(\O)Cc2ccccc2)C(=NCCCCCC(=O)O)C1 was read as Jurkat NFkB inh 4, Gli-Sufu antag 3, 697 NFkB inh 13, Apaf-1 inh -4, CCR6 antagonist 2, SENP8 block -1, UBC13 inh 4 and EBI2 block -6.
For CN(CC(=O)Nc1cccc(F)c1)C(=O)c1ccc(N2CCCCC2)c([N+](=O)[O-])c1 the results were Jurkat NFkB inh 5, Gli-Sufu antag 27, 697 NFkB inh -10, Apaf-1 inh 12, CCR6 antagonist 21, SENP8 block -8, UBC13 inh -10 and EBI2 block -29.
CCC1(CC)Cc2ccccc2C(N)=C1C#N was read as Jurkat NFkB inh 0, Gli-Sufu antag 5, 697 NFkB inh 18, Apaf-1 inh 15, CCR6 antagonist 9, SENP8 block -5, UBC13 inh 11 and EBI2 block 9.

Retrieved one by one from the entries so far:
For COc1cc(C2/C(=C(\O)c3ccc4c(c3)CC(C)O4)C(=O)C(=O)N2CCCn2ccnc2)ccc1O (centres undefined) the results were Jurkat NFkB inh -2, Gli-Sufu antag -5, 697 NFkB inh -28, Apaf-1 inh 24, CCR6 antagonist 0, SENP8 block -4, UBC13 inh -11 and EBI2 block 2.
For COc1cc2c(cc1OC)CN(S(=O)(=O)c1ccc3c(c1)OCCO3)CC2 the results were Jurkat NFkB inh 1, Gli-Sufu antag 4, 697 NFkB inh 17, Apaf-1 inh 2, CCR6 antagonist 11, SENP8 block -7, UBC13 inh -4 and EBI2 block -1.
For CN(CC(=O)Nc1cccc(F)c1)C(=O)c1ccc(N2CCCCC2)c([N+](=O)[O-])c1 the results were Jurkat NFkB inh 5, Gli-Sufu antag 27, 697 NFkB inh -10, Apaf-1 inh 12, CCR6 antagonist 21, SENP8 block -8, UBC13 inh -10 and EBI2 block -29.
